Bioassay records from PubChem BioAssay.
KDM5B inh: KDM5B demethylase inhibition. Q9UGL1. KDM5B demethylase, FDH-coupled NADH fluorescence (FDH is formaldehyde dehydrogenase). Potency, µM (titrated, usually from 57.7 µM), inactives show at the top dose activity change, negative = inhibition, most hits filed as inhibitors. 220,000 compounds, 2.6% hits. AID 1347165; active = well fitted inhibition curve with a large enough effect; inconclusive = small, poorly fitted or top-dose-only effect; inactive = no such curve, though single readings can be large or run the other way; also: 0% is about no effect; nearly all actives have a fitted effect of over 70% in size
Target sequence (Q9UGL1 whole entry, looked up): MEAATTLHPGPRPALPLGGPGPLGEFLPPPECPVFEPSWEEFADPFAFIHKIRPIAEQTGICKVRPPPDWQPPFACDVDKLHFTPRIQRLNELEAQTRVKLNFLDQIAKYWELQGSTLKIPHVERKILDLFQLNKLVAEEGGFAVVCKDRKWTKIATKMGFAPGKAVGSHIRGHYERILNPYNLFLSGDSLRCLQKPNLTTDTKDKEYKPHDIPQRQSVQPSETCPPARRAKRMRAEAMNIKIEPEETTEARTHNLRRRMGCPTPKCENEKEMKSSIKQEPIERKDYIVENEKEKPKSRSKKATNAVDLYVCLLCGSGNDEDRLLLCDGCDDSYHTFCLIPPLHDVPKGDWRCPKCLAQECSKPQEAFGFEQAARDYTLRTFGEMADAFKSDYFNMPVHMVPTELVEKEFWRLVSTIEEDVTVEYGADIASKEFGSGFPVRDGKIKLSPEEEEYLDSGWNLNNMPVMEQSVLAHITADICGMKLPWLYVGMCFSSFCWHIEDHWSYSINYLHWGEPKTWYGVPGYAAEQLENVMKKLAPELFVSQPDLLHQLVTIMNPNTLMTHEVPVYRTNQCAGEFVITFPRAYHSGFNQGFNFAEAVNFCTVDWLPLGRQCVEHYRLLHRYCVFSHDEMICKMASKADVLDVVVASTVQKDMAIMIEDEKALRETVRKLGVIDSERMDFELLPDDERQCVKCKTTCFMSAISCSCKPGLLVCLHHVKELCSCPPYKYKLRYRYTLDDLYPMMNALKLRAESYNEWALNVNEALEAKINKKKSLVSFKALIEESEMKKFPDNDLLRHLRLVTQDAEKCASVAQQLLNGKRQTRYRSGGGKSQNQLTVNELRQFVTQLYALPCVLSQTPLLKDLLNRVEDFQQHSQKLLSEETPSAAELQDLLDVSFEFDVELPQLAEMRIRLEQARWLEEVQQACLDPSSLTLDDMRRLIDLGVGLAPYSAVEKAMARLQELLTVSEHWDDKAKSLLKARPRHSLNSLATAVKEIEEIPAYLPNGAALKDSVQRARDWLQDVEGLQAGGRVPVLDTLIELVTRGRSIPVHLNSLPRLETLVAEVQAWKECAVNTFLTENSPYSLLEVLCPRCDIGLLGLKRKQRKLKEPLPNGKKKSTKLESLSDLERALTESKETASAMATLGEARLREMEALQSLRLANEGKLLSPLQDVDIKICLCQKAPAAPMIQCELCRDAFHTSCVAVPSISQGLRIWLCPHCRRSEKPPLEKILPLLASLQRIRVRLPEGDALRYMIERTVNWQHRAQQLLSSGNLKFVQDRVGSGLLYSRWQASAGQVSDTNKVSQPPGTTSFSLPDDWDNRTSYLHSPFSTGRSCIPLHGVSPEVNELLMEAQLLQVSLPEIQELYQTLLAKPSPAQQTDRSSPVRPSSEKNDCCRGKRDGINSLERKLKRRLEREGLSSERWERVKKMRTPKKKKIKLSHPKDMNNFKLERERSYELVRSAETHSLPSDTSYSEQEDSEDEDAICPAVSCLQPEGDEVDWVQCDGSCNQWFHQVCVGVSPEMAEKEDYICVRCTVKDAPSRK
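Compound dilutions met 200 nM (final) KDM5BΔAP for 10 min at room temperature before substrate addition. The substrate mix held 12.5 µM H3K4me3 with cofactors 25 µM α-ketoglutarate and 50 µM Fe²⁺. NADH signal gain over 30 min defined activity.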
Numbers without * were called inactive; ? = inconclusive; [ ] = remark or other dose. Potency is read from the fitted curve at half-maximal effect. The list is partial; count on the stated rates, not on these rows.

KDM5B inh,Compound
16%,Cc1cccc(NC(=O)C2CCCN(S(=O)(=O)c3ccc(-n4cnnn4)cc3)C2)c1 (configuration not stated)
?,COc1cc(NC(=O)Cn2c(=O)n(Cc3ccco3)c(=O)c3sc4ccccc4c32)cc(OC)c1
-11%,COc1ccc(COCC(O)Cn2nc(-c3ccccc3)c3ccccc3c2=O)cc1 (configuration not stated)
-5%,COc1cc(Cl)c(C)cc1NC(=O)CSCc1nc(-c2ccc(OC)c(OC)c2)no1
11%,Cc1nnc(SCc2c(C(=O)NCC(C)C)oc3ccccc23)s1
-6%,O=C(NCCN1CCOCC1)c1nn2c(C(F)(F)F)cc(-c3cccs3)nc2c1Cl
-29%,O=C(c1ccncc1)N1CC(Oc2ccc(-c3noc(-c4ccccc4)n3)cc2)C1
?,COc1ccccc1-c1ccc2ncn(Cc3ccccc3)c(=O)c2n1
-9%[86.2 µM],COc1ccc(CN2C(=O)[C@@H]3C[C@@H](O)CN3C3(CN(C4CCCC4)C3)C2=O)cc1
35%,COc1ccc(NC(=O)CN(C)C(=O)c2ccccc2OC)cc1
-4%,S=C1Nc2cccc3cccc(c23)N1
-1%,COc1cccc(NC(=O)c2ccc(CN3C(=O)NC4(CCOCC4)C3=O)cc2)c1
?,NC(=O)COC[C@@H]1CN(Cc2ccccc2)C[C@H]1c1ccncc1
11%,Cc1noc(CSc2ccccc2C(=O)N2CC=C(c3ccccc3)CC2)n1
22µM*,O=C(Nc1cccc(C(F)(F)F)c1)c1nc2c(o1)CCN(Cc1ccccc1)CC2
-14%,Cc1cccc(NC(=O)CSc2nc(-c3ccccc3Cl)nc3c2Cc2c(CO)cnc(C)c2O3)c1C
?,COc1cccc(N2CCN(C(=O)c3ccc4c(c3)N(C)C3CCCCCN3C4=O)CC2)c1 (configuration not stated)
-14%,Cc1cccc(C(=O)N2C(C(=O)NC3CC3)COC23CCN(C(=O)Cc2ccccc2)CC3)c1 (configuration not stated)
8%[115 µM],CC(C)NC(=O)N1CCC2(CC1)C(=O)NCN2C(=O)Cc1ccc(O)cc1
?,C[S+](=O)([O-])Nc1cccc(Nc2ncc(-c3cccc(F)c3)c3c2OCC3)c1
11%,COC(=O)C1CCN(Cc2cc(=O)oc3ccc(Cl)cc23)CC1
-31%[86.2 µM],CC1(CNCc2ccccc2)COc2ccc(C(=O)Nc3cccnc3)cc2N1 (configuration not stated)
23%[86.2 µM],CC1=C[C@@H](CNC(=O)c2ccncc2)[C@H](C(C)C)C[C@H]1CC(=O)N1CCCC1
?,COc1ccccc1-c1ccc2ncn(-c3ccc(F)cc3F)c(=O)c2n1
35µM*,CNC(=O)c1ccc2c(c1)C1(CCN(CC3CC3)C1)CN2Cc1ccccc1 (configuration not stated)
-29%,CC(C)N1C[C@H](O)C[C@H]1c1nnc2n1CCN(C(=O)c1cccs1)C2
81%[activator],NC(=O)[C@H](CC1CCCCC1)NC(=O)[C@H]1CN(C(=O)C2CCNCC2)CCN1C(=O)C1CCNCC1
20%,Cn1c(=O)[nH]c(=O)c2c1nc(N1CCN(c3ccccc3)CC1)n2Cc1ccccc1F
6%,CN(C)CCCN1C(=O)CSC1c1ccc(Cl)c(Cl)c1 (configuration not stated)
-16%,O=C(c1ccsc1)N1CCC2(CC1)NC(=O)N(Cc1cccc(Cl)c1)C2=O
?,CC(C)Cn1cc(NC(=O)N2CCN(c3ccc(F)cc3)CC2)c2ccccc2c1=O
?,C/C(=N/NC(N)=S)C1CC2CCC1C2 (configuration not stated)
-10%,CCCCCCCCCNC(=O)CC#N
4%,CCOc1ccc(-c2c(=O)n(OCc3ccc([N+](=O)[O-])cc3)c3ccccc3[n+]2[O-])c(OCC)c1
-1%,O=C(CCCCn1c(=O)c2ccccc2n(CC(=O)Nc2ccc(F)cc2F)c1=O)NCCc1ccccc1
-28%,Cc1ccccc1/C=C/C(=O)c1cccc([N+](=O)[O-])c1
-13%,O=C(Nc1nnc(S(=O)(=O)N2CCCCCC2)s1)c1ccc(Br)cc1
-5%,COc1ccc(NC(=O)CN(C)C(=O)COc2ccc3oc4c(c3c2)CCCC4)cc1
-12%,CC1CCC(NC(=O)c2ccc3c(c2)N(Cc2ccccc2F)C(=O)c2ccccc2S3(=O)=O)CC1 (configuration not stated)
-17%,CS(=O)(=O)N(CC(=O)Nc1ccc(S(=O)(=O)N2CCCCCC2)cc1)c1ccc(F)cc1
-10%,COc1ccc(C(=O)c2sc(Nc3cccc(C)c3)nc2N)cc1OC
1%,CC(C)(C)OC(=O)N1CCCC1C(=O)NCc1ccccc1Cl (configuration not stated)
?,COc1ncccc1-c1cc(-c2c(C)noc2C)c2cncn2c1
0%,CCc1nccn1CCC(=O)N[C@H]1CN(C(=O)COC)C[C@@H]1C1CC1
-10%,O=C(NCCc1ccccc1)N1CCCC(Cn2c(C3CC3)nc3cccnc32)C1 (configuration not stated)
-26%,C=CCOc1ccc2c(C)c(CCC(C)C)c(=O)oc2c1
-22%[115 µM],COCC(=O)N[C@H](C)c1onc(C)c1C(=O)O
15%,COc1ccc(C)cc1NC(=O)C1CCN(C(=O)c2ncn3c2COC(c2ccc(F)cc2)C3)CC1 (configuration not stated)
?,CC(=O)Nc1cccc(-c2nc3ccccc3o2)c1
7%,O=C(NCc1ccc(F)cc1)c1cccc(S(=O)(=O)Nc2ccc3c(c2)OCO3)c1
-24%,O=c1c2c3c(sc2nnn1Cc1ccc(F)cc1)CCCC3
-13%,CCOc1ccccc1NC(=O)Cn1c(=O)n(Cc2ccc(OC)cc2)c(=O)c2oc3ccccc3c21
3%[86.2 µM],COc1ccccc1CC(=O)N1CCCc2ncc(C(=O)Nc3ccccc3)cc21
18%,Cc1nc2ccc(C(=O)N3CCC(OCc4cccnc4)CC3)cc2nc1C
?,COC(=O)C1=C(C)N=C2SC=C(CC(=O)NCc3ccccc3F)N2C1c1cccc(OC)c1 (configuration not stated)
?,COc1ccc2c(c1)c1ncn(Cc3ccc(F)cc3)c(=O)c1n2C
-5%,Cc1ccc(-n2nnnc2CNC(=O)c2ccc(F)cc2)cc1C
3%,C=CCOc1cccc(NC(=O)C2CCCCC2)c1
?,CCc1ccc(-c2csc(Nc3ccc(O)c(C(=O)O)c3)n2)cc1
-11%,COC(C(=O)Nc1ccnn1C1CCN(Cc2cnn(C(C)C)c2)CC1)c1ccccc1 (configuration not stated)

Six structures already listed, sorted by count of non-hydrogen atoms, falling.
KDM5B inh,Compound
4%,CCOc1ccc(-c2c(=O)n(OCc3ccc([N+](=O)[O-])cc3)c3ccccc3[n+]2[O-])c(OCC)c1
-17%,CS(=O)(=O)N(CC(=O)Nc1ccc(S(=O)(=O)N2CCCCCC2)cc1)c1ccc(F)cc1
?,CC(C)Cn1cc(NC(=O)N2CCN(c3ccc(F)cc3)CC2)c2ccccc2c1=O
?,COc1ncccc1-c1cc(-c2c(C)noc2C)c2cncn2c1
?,CC(=O)Nc1cccc(-c2nc3ccccc3o2)c1
-10%,CCCCCCCCCNC(=O)CC#N

Continuation.
KDM5B inh,Compound
1%,Cc1oc(-c2ccccc2)nc1CC(=O)Nc1ncccc1O
19%,O=C(c1n[nH]c(=O)c2ccccc12)N1CCC(Cc2noc(C3CCOCC3)n2)C1 (configuration not stated)
18%[115 µM],O=C1NC(=NC2CCCCC2)C2(CCN(Cc3ccccc3)CC2)N1c1cccnc1
-4%,COc1ccc2c(c1)c(C(C(=O)O)N1CCN(c3ccc(F)cc3)CC1)cn2CCC(=O)O (configuration not stated)
42%,Cc1ccc(C(=O)NC(C)C2CC3CCC2C3)cc1 (configuration not stated)
-7%,N#Cc1ccc(/C=C/C(=O)N2CCC(c3nc4ccccc4o3)CC2)cc1
-7%,CC1CCCCN1C(=O)CCS(=O)(=O)Cc1ccccc1 (configuration not stated)
-3%,CCc1ccc(NC(=O)N2C[C@@H](F)C[C@H]2C(=O)N2CCc3ccccc3C2)cc1
-12%,COc1ccc(S(=O)(=O)N2CCC(c3ccncc3)CC2)cc1Cl
-3%,Cc1oc2ncn(C)c(=O)c2c1C(=O)N(Cc1ccccc1)C(C)C
-11%,CCOc1ccc(N2CC(c3nc4ccccc4n3Cc3ccccc3F)CC2=O)cc1 (configuration not stated)
-6%,Cc1ccc(Cn2nnc3c2-c2ccccc2S(=O)(=O)N(C)C3)cc1
28µM*,CC1CCCN1C(=O)c1cc(-c2cnn(C(C)C)c2)nc2cc(F)ccc12 (configuration not stated)
-4%,CC(C)NC(=O)N(C1CC1)C1CCOC2(CCN(C(=O)Nc3ccccc3F)CC2)C1 (configuration not stated)
-5%,O=C(CSc1nc2ccccc2o1)Nc1ccc(Oc2ccccc2)cc1
13%,Cn1cc(C(=O)NC2CCCCC2)c(-c2ccc3c(c2)OCCCO3)n1
11%,COC(=O)c1cccc(NC(=O)Nc2ccc(Cl)cc2)c1
-2%,COc1ccc(C(=O)OCc2cc(=O)n3nc(-c4cccs4)sc3n2)cc1
35µM*,COc1ccccc1-c1cnc(Nc2ccc3c(c2)OCCO3)c2c1CCO2
?,O=C1CCC[C@@H]2C3CC(CN(C4CCN(C(=O)C5(c6ccccc6)CC5)CC4)C3)CN12 (some centres not stated)
11%[86.2 µM],Cc1ccc2c(c1)N1C(=O)OC[C@@H]1CCN(C(=O)CC(C)C)C2
-17%,CCOc1ccc(CCNC(=O)c2cn(CC)c3ccc(S(=O)(=O)N4CCCCCC4)cc3c2=O)cc1OCC
?,CCOc1nccn2c(-c3ccc(CN4CCN(C(C)=O)CC4)cc3)cnc12
5%,CCc1ccc(-c2csc(NC(=O)c3nn(CC)c(=O)c4ccccc34)n2)cc1
-20%,Cc1nc(N2CCOCC2)c2c(C(=O)N(C)c3ccccc3)c(C)oc2n1
-8%,CC1CCc2c(C(=O)NC(C)c3ccccc3)csc2C1 (configuration not stated)
?,CS(=O)(=O)Nc1cc(-c2noc([C@@H]3CCCN3Cc3ccccc3)n2)ccn1
-8%,O=c1c(=O)n(-c2ccccc2)ccn1Cc1c(F)cccc1Cl
-23%,CC(C)CCNC(=O)CN1C(=O)COc2ccc(S(=O)(=O)N3CCOCC3)cc21
6%,Cc1ccc(C(=O)CCC(=O)OC(C)C(=O)C23CC4CC(CC(C4)C2)C3)s1 (configuration not stated)

3 entries out of the list above, arranged by the number in KDM5B inh, lowest first.
| Compound | KDM5B inh |
| --- | --- |
| CC(C)CCNC(=O)CN1C(=O)COc2ccc(S(=O)(=O)N3CCOCC3)cc21 | -23% |
| CCOc1ccc(N2CC(c3nc4ccccc4n3Cc3ccccc3F)CC2=O)cc1 (configuration not stated) | -11% |
| Cn1cc(C(=O)NC2CCCCC2)c(-c2ccc3c(c2)OCCCO3)n1 | 13% |

Looked up above.
CC(C)CCNC(=O)CN1C(=O)COc2ccc(S(=O)(=O)N3CCOCC3)cc21 @ KDM5B inh = -23%
Cc1ccc(Cn2nnc3c2-c2ccccc2S(=O)(=O)N(C)C3)cc1 @ KDM5B inh = -6%

The results go on.
KDM5B inh,Compound
-3%,COc1ccccc1OCCn1c(C(C)Oc2ccccc2)nc2ccccc21 (configuration not stated)
?,CC(C)(C)NC(=O)c1ccc(-c2nnc3ccc(NC(=O)C4CC4)cn23)cc1
15%,CCOCCn1c(-n2nc(C)cc2C)nc2c1c(=O)n(C)c(=O)n2C
-15%,O=C(NCc1nc(-c2ccncc2)n[nH]1)C1CCCN(C2CCCC2)C1 (configuration not stated)
21%,CCOc1cc(/C=C2/NC(=O)NC2=O)cc(I)c1OCC
22%,Cn1nc(C(=O)NCCc2ccc(S(N)(=O)=O)cc2)c2ccccc2c1=O
24%,O=C(c1cc(Cl)cc(Cl)c1)N1CCN(C(=O)c2cc(Cl)ccc2F)CC1
-6%,CN1CCC(N2CCN(C(=O)C3CCCN(S(C)(=O)=O)CCC(=O)NCC3)CC2)CC1 (configuration not stated)
11%,CCc1noc(C)c1C(=O)Nc1ccc(OC(F)F)cc1
24%,O=C(NC1CCCC1)N1CCc2nnc(C3CC3)n2CC1
9%,CC1=CC2=NC(=O)/C(=C/c3cccs3)C(=N)N2O1
15%,Cc1ccc(C(=O)COC(=O)C2CC(=O)N(c3nc(-c4cccc(Cl)c4)c(C)s3)C2)cc1 (configuration not stated)
25%,COc1ccc(-c2cc3c4nnc(SCC(=O)Nc5cc(F)ccc5F)n4ccn3n2)cc1
-14%,O=C(NC1CCN(Cc2ccccc2)C1)c1nn(-c2ccccc2)c(=O)c2ccccc12 (configuration not stated)
10%,CCCNc1c(NC(=O)Nc2ccc(C)c(C)c2)c(=O)oc2ccccc12
7%,Cc1c(C(=O)N2CCC(C)CC2)c(S(=O)(=O)N2CCN(c3cccc(Cl)c3)CC2)c(C)n1C
40µM*,CC(=O)Nc1cccc(-c2cc(-c3c(C)noc3C)c3cncn3c2)c1
-7%,COc1ccccc1CCC(=O)N1CCC(Cc2nc(-c3cnccn3)no2)CC1
25µM*,COC(=O)CNC(=O)c1nc(-c2ccc([S+](C)(=O)[O-])cc2)c2cnccn12
-7%,Cc1ccc2oc(=O)cc(C)c2c1
-3%,COc1cccc(CNC(N)=O)c1
?,COc1ccc(C2=C(C)C(=O)N(Cc3ccc(C(=O)NCc4cccc(C)c4)cc3)S2(=O)=O)cc1
10%,O=C1CC(c2ccccc2)N(C(=O)CNC(=O)C2CCCCC2)CCCCCN1 (configuration not stated)
?,CCN1c2cc(C(=O)Nc3ccc(OC(F)(F)F)cc3)ccc2C(=O)N2CCCCC21 (configuration not stated)
1%,CCCN1C(C(=O)c2ccccc2)=C(OC(=O)c2ccc(OC)cc2)c2ccccc2S1(=O)=O
15%,O=C(NCCc1c[nH]c2ccccc12)OCc1cn(Cc2ccc(F)cc2F)nn1
-14%[115 µM],C#CCNC(=O)C[C@@H]1O[C@H](CNC(C)=O)[C@@H](O)[C@H]1O
15%,CN(C)Cc1ccc(CNC(=O)/C=C/c2ccsc2)cc1
